Screens deposited in PubChem BioAssay by several laboratories.
DNA FID counter – counter-screen for HCV NS3 helicase inhibitors: DNA intercalator displacement. DNA fluorescent intercalator displacement, fluorescence. inhibition, % at 7.9 µM. actives 0.17% (n = 290,000); in the data active = inhibition above about 37%;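 also: 0% = vehicle and 100% = reference compound; higher means more ethidium bromide displaced from hairpin DNA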
VIM-2 inh – inhibitors of Pseudomonas aeruginosa VIM-2 metallo-beta-lactamase. purified VIM-2, nitrocefin hydrolysis, epi-absorbance fluorescence. inhibition, % at 5.6 µM. actives 0.89% (n = 290,000). AID 1527;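 active = inhibition above the mean of all tested compounds plus 3 SD, cutoff set per screening run, cut at about 7.5% in these data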;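 also: red hydrolysis product quenches plate fluorescence so inhibitors raise well fluorescence; 0% = enzyme with DMSO and 100% = DMSO without enzyme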
IMP-1 inhibitor – inhibitors of Pseudomonas aeruginosa IMP-1 metallo-beta-lactamase. purified IMP-1, nitrocefin hydrolysis, epi-absorbance fluorescence. inhibition, % at 5.6 µM. actives 0.45% (n = 290,000);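 active = inhibition above the mean plus 3 SD of all compounds in the same screening run, cut at about 4.5% in these data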;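 also: 0% = IMP-1 with DMSO and 100% = DMSO wells lacking enzyme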
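System – purified recombinant IMP-1 beta-lactamase · Input – IMP-1 dispensed at 0.2 nM · Timing – 15 min preincubation plus 25 min reaction at 25 °C · Signal – Epi-absorbance fluorescence, 480 nm excitation, 530 nm emission · Measure – percent IMP-1 inhibition derived from blank-referenced optical density · Controls – Enzyme-plus-DMSO low control, enzyme-free DMSO high control · Replication – singlicate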
GPR7 antag – antagonists of human GPR7 (neuropeptides B/W receptor 1); inhibition, % at 4.4 µM; GPR7-expressing cells, fluorescence antagonist assay; actives 1.1% (n = 290,000); in the data active = inhibition above about 16%, passing the limit was not always enough;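 also: cells stimulated with the agonist NPW; 0% = agonist with vehicle and 100% = vehicle without agonist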
PHOSPHO1 inh – PHOSPHO1 (human) inhibition; Q8TCT1; recombinant PHOSPHO1, absorbance phosphatase assay; inhibition, % at 13.3 µM; actives 1.1% (n = 290,000); AID 1565; in the data active = inhibition above about 60%
OXTR agonist – human OXTR agonism | CHO-OTR cells, Fluo-8 calcium fluorescence; normalized: DMSO 0%, oxytocin 100% | activation, % at 3 µM | actives 0.32% (n = 320,000) | P30559 | AID 2435;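 active = activation above the mean of all tested compounds plus 3 SD, cutoff set per screening run, cut at about 20% in these data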;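 also: peak over basal fluorescence ratio from a 100 s FLIPR kinetic read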
Target sequence (P30559 whole entry, looked up): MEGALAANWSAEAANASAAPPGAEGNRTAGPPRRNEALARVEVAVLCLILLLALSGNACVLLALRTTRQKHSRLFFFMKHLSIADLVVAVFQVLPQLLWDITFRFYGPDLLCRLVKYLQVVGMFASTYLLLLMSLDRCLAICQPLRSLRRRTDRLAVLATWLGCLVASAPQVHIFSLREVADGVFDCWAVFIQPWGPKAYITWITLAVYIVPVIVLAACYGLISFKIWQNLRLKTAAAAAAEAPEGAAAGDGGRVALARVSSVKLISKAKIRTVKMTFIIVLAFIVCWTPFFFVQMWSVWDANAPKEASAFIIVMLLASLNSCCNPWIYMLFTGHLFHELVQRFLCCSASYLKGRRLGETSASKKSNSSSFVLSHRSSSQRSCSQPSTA
HCV NS3 hel inh – HCV NS3 helicase inhibition | NS3 helicase DNA unwinding, Cy5 molecular beacon fluorescence | actives 0.56% (n = 290,000) | inhibition, % at 10.9 µM | AID 1800;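 active = inhibition above the mean of all tested compounds plus 3 SD, set per campaign, cut at about 35% in these data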;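 also: 0% = DMSO wells and 100% = thioflavine S control wells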
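Test system: hepatitis C virus NS3 helicase domain fragment enzyme. Also added: annealed dual-labelled DNA beacon duplex, ATP-started. Timing: 60 min unwinding reaction at 25 °C after ATP addition. Technique: Cy5 fluorescence. Measure: % inhibition of unwinding.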
V1aR counter – counter-screen for oxytocin receptor agonists: human V1a receptor agonists; CHO-V1R cells, Fluo-8 calcium fluorescence, agonist mode; 0% DMSO, 100% 3 nM vasopressin; actives 0.25% (n = 320,000); activation, % at 3 µM; P37288; AID 2797;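 active = activation above the mean activation of all tested compounds plus 3 SD, per screening run, cut at about 20% in these data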;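 also: signal is peak over basal fluorescence ratio across a 100 second FLIPR read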
Target sequence (P37288 whole entry, looked up): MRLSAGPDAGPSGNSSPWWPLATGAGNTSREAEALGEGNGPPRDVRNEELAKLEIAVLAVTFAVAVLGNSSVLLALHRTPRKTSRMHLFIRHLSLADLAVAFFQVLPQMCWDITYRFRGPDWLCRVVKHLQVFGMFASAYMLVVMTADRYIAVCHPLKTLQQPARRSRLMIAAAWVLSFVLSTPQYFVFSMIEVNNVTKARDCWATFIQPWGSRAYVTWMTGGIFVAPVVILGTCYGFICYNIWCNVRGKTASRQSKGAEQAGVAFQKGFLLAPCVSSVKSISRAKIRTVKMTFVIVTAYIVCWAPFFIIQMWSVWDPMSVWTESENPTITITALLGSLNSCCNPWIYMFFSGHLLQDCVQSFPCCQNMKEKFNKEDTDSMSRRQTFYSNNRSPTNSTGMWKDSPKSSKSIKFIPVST
GalR3 antagonist – human GalR3 antagonism | HEK293 GalR3-CNG cAMP membrane potential fluorescence; galR3 body fused to GalR1 C-terminus | O60755 | AID 651719 | inhibition, % at 3 µM | actives 0.44% (n = 360,000);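 active = inhibition above the screen-wide average plus 3 SD, cut at about 13% in these data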;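 also: forskolin and galanin both at EC90 stimulate the cells; cAMP rise reported by CNG channel membrane potential dye signal; 0% = forskolin plus galanin with DMSO and 100% = forskolin alone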
Target sequence (O60755 1-299 limits assumed): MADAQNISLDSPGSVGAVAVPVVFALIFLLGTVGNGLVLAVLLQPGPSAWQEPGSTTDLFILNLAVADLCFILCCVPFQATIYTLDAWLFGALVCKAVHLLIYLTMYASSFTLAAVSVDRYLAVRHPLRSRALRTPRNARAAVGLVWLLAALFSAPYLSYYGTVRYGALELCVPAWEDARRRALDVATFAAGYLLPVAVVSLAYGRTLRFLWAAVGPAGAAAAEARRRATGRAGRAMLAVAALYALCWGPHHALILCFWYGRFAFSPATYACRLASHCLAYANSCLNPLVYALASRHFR
Active calls of the source: *; · = no result given.

SMILES | DNA FID counter | VIM-2 inh | IMP-1 inhibitor | GPR7 antag | PHOSPHO1 inh | OXTR agonist | HCV NS3 hel inh | V1aR counter | GalR3 antagonist
COc1cccc(C(C(=O)NC2CCCCC2)N(C(=O)c2ccccn2)c2cccnc2)c1 (stereo unspecified) | -22 | -0.9 | -2.1 | -4 | 20 | -1.8 | 10 | 0.9 | -2
CCOc1ccc2c(c1)c1nnc(SCC(=O)N3CCCCC3C)nc1n2C (stereo unspecified) | -5 | 0.9 | 0.4 | -5 | -6 | -0.4 | 9 | 1.0 | -3
COc1ccccc1C(=O)N1CCC(C(=O)c2ccc(F)cc2)CC1 | -16 | -1.2 | -2.5 | 2 | 18 | 1.5 | 2 | 2.1 | -6
Cn1nnnc1SCCNCc1cc(Cl)ccc1OCc1ccccc1 | 4 | 1.2 | -2.4 | 24* | -10 | 5.7 | -18 | 8.0 | -2
O=C(Nc1ccc(Cl)cc1)C1CCCC1 | 1 | -1.8 | -4.4 | -7 | -1 | · | 5 | · | -10
COc1ccccc1-c1noc(-c2ccccc2C(=O)NCc2ccco2)n1 | -10 | -2.5 | -3.4 | -5 | -26 | -0.9 | 3 | 0.2 | -2
Cn1c(=O)c(=O)n(C)c2cc([N+](=O)[O-])c([N+](=O)[O-])cc21 | 3 | -1.2 | -2.3 | -15 | 12 | -1.2 | 2 | -0.1 | 0
CCOC(=O)Cc1csc(NC(=O)CSc2nnc(-c3ccc(OC)cc3)n2C)n1 | -16 | -0.6 | -3.5 | -11 | 16 | -0.1 | -6 | 0.5 | -5
Cc1nnc(SC(C)C(=O)Nc2ccc(Cl)cn2)n1Cc1ccccc1 (stereo unspecified) | -32 | -1.9 | -3.3 | 4 | 12 | -1.9 | -1 | -0.8 | -4
COC(=O)c1cc(OC)c(OC)cc1NC(=S)Nc1cccc(Cl)c1 | -7 | -4.1 | -3.4 | -6 | -19 | 0.3 | 4 | -1.0 | 4
CC(=O)Nc1ccc(-c2nc3c(C)cccc3[nH]2)cc1 | 7 | 0.5 | -3.9 | -5 | 10 | 0.1 | 5 | 0.2 | -3
O=c1cc(N2CCN(c3ccccc3)CC2)[nH]c(=O)n1Cc1ccc(F)cc1 | -12 | -0.3 | -1.6 | -6 | 33 | 1.2 | -2 | 2.4 | ·
N/C(=N\OC(=O)Nc1cccc(C(F)(F)F)c1)c1ccno1 | 0 | -1.8 | -3.5 | -2 | 27 | 0.1 | 4 | 0.4 | -5
O=C(O)/C=C\c1cccc(-n2cnnn2)c1 | -1 | -0.6 | -1.9 | -8 | 2 | 0.9 | -1 | 0.1 | -10
O=C1C2ON(c3ccccc3)C(c3ccccc3F)C2C(=O)N1c1ccccc1 (stereo unspecified) | -11 | -2.3 | -3.6 | -8 | 17 | -0.9 | 3 | 1.3 | 2
O=C(N/N=C\c1cccs1)c1ccccc1-n1cccc1 | -2 | 2.1 | -0.3 | -9 | 40 | -0.1 | -10 | 0.6 | -5
COc1ccc(OC)c(NC(=O)CNC(=O)c2cccs2)c1 | -26 | 0.1 | -0.4 | -9 | 0 | -0.8 | 2 | -0.4 | -4
CCc1nccn1CCC(=O)N1CCCC(N2CCN(c3ccccc3C)CC2)C1 (stereo unspecified) | 24 | 2.5 | 0.9 | 8 | 43 | -0.1 | 6 | -0.9 | -3
c1ccc2c(c1)[nH]c1nc(SCCN3CCOCC3)nnc12 | 2 | 3.1 | -2.6 | -20 | 13 | 0.5 | 1 | 0.0 | 1
Cc1ccc(C(=O)N2CCN(C)CC2)cc1[N+](=O)[O-] | -4 | -2.8 | -3.8 | -9 | · | 0.6 | -5 | 0.8 | -1
Cc1nn(C)c(C)c1/C=C/C(=O)c1cccs1 | -7 | -2.0 | -0.9 | 0 | · | 0.5 | -5 | -0.3 | -3
O=C(CSc1nnc(CNC(=O)c2cccs2)o1)Nc1ccc(Br)cc1 | -8 | -2.3 | -3.5 | 3 | 33 | 5.1 | -1 | 8.3 | -8
COc1ccc(OC)c(-c2csc(NC(=O)Cc3ccc(OC)c(OC)c3)n2)c1 | -28 | -3.1 | -6.9 | -8 | 15 | 5.2 | -29 | 6.8 | -5
Cc1c(C)c2ccc(OC(C)C(=O)N3CC[C@@]4(O)CCCC[C@H]4C3)cc2oc1=O (stereo partly specified) | -36 | 1.4 | -0.7 | -7 | 8 | -0.1 | -20 | -0.8 | 5
CCOc1ccccc1NC(=O)CNC(=O)N1CC(=O)Nc2ccccc21 | -18 | -2.2 | -0.8 | -17 | 7 | 1.1 | 0 | 2.7 | 5

Other records follow.
SMILES | DNA FID counter | VIM-2 inh | IMP-1 inhibitor | GPR7 antag | PHOSPHO1 inh | OXTR agonist | HCV NS3 hel inh | V1aR counter | GalR3 antagonist
Cc1ccsc1C1Nc2ccccc2-c2nc3ccccc3n21 (stereo unspecified) | -1 | -2.0 | -1.7 | -3 | 5 | -2.4 | 6 | -1.0 | 3
CCOc1ccc(C(c2nnnn2C(C)(C)C)N2CCN(C(=O)c3ccco3)CC2)cc1 (stereo unspecified) | -39 | 0.3 | 0.3 | -13 | -120 | 0.8 | -2 | 0.7 | -7
CC(c1ccc(F)cc1)n1c(Cn2ncc3ccccc3c2=O)n[nH]c1=S (stereo unspecified) | -25 | -0.9 | -2.1 | -1 | 12 | 1.8 | -4 | 2.1 | -3
Cc1ccc(C)c(-n2cc(CNCCCn3cccn3)c(-c3ccccc3)n2)c1 | 26 | -2.6 | -2.2 | 7 | -11 | 3.1 | -27 | -0.2 | -7
C=CCn1c(NCc2ccco2)nc2ccccc21 | -2 | -2.1 | -2.6 | 5 | -2 | · | -2 | · | -7
c1ccc(-c2nnc(CN3CCN(C(c4ccccc4)c4ccccc4)CC3)o2)cc1 | -20 | -4.2 | -1.1 | -25 | -16 | -2.4 | -13 | -0.5 | ·
Cc1sc(NC(=O)c2ccccc2F)c(CN2CCCCC2)c1C | -1 | -1.6 | -3.9 | -4 | 7 | -2.0 | 2 | -1.4 | -2
COc1ccccc1CC1CC(=O)N(c2ccccc2)C1=O (stereo unspecified) | -3 | -1.9 | 0.0 | -4 | · | -0.6 | 3 | -0.3 | -6
COc1ccc(-n2nc(C(=O)NCC(=O)Nc3cc(OC)ccc3OC)c3ccccc3c2=O)cc1 | -30 | -4.1 | -1.6 | 1 | 6 | 0.2 | -18 | 0.0 | -2
O=C(NCCc1ccccn1)C1CCCN(S(=O)(=O)Cc2ccccc2)C1 (stereo unspecified) | -10 | -4.3 | -5.1 | -2 | 19 | -0.3 | 6 | 0.0 | -5
CCOC(=O)Cc1nnc(NC(=O)CSc2ccccc2)s1 | -14 | -2.4 | 1.3 | 4 | -23 | 3.5 | 0 | 3.4 | -3
Cc1cc(C)n(-c2cc(C)c(C)cc2Br)n1 | -2 | -4.5 | -3.0 | -6 | 9 | -3.0 | 3 | 6.5 | 2
O=Cc1cc2cc3c(cc2nc1Cl)OCCO3 | 1 | 0.3 | -1.9 | -6 | 28 | 1.6 | 1 | 1.7 | ·
CCCCC(=O)Nc1ccc(C(=O)NNC(=S)NC(=O)c2ccco2)cc1 | -2 | -1.9 | -1.6 | -4 | 56 | -2.2 | 3 | -1.4 | 6
O=C(CC(C(=O)O)C1CCCO1)NCc1ccccc1 (stereo unspecified) | 1 | 1.5 | -2.1 | -6 | 29 | 0.1 | 4 | 0.5 | -3
O=C(O)C1CN(c2nc(Cl)ccc2[N+](=O)[O-])C1 | 0 | -0.8 | -1.9 | -13 | 38 | 0.4 | -1 | 0.0 | 4
O=C(OCC(=O)C12CC3CC(CC(C3)C1)C2)c1ccccn1 | -21 | -0.7 | -3.1 | -5 | 32 | 0.2 | -1 | 0.3 | -5
COC(=O)c1cc(NC(=O)c2cccnc2)ccc1N1CCOCC1 | -1 | -1.6 | -1.1 | -9 | 41 | 0.2 | 3 | 1.2 | 6
O=S(=O)(Nc1cccnc1Cl)c1ccc(F)cc1 | -2 | -2.8 | -1.7 | -17 | 30 | 1.5 | -2 | 0.7 | -5
Cc1cccc(NC(=S)NCC(c2cccnc2)N(C)C)c1 (stereo unspecified) | -1 | -1.0 | -3.2 | 0 | 3 | -0.7 | -3 | 0.4 | -5
O=S(=O)(c1ccccc1F)N1CCN(CC(O)c2ccccc2)CC1 (stereo unspecified) | -6 | -1.5 | -3.0 | -5 | -16 | 2.0 | 1 | 3.2 | -7
O=C(NCC1CCCO1)c1cc2ccccc2oc1=O (stereo unspecified) | 12 | -3.6 | -2.5 | 1 | 49 | 0.4 | 5 | 0.1 | -2
O=c1c(Cl)c(NCCCO)cnn1-c1nc2ccccc2[nH]1 | -6 | -3.8 | -2.8 | -5 | -15 | -0.8 | 0 | 0.1 | 15*
CCCC(C)NC(=O)c1cc(Cl)ccc1OC (stereo unspecified) | 2 | -1.6 | 0.1 | -4 | 5 | -2.8 | 0 | -1.5 | 2
N/C(=N\OS(=O)(=O)c1ccc(Br)cc1)c1ccncc1 | 6 | -1.5 | -2.5 | -13 | 7 | 0.0 | 4 | 1.6 | -6

More structures:
SMILES | DNA FID counter | VIM-2 inh | IMP-1 inhibitor | GPR7 antag | PHOSPHO1 inh | OXTR agonist | HCV NS3 hel inh | V1aR counter | GalR3 antagonist
C/C(=N\Nc1nc2ccccc2s1)c1ccc(Br)s1 | 11 | -4.5 | -3.6 | 0 | 11 | -2.2 | -13 | -0.3 | -3
O=C(N/N=C/c1ccncc1)C1CC1(c1ccccc1)c1ccccc1 (stereo unspecified) | -25 | -2.3 | -1.4 | -13 | 24 | -0.6 | 2 | -0.1 | 2
CC1=CC(C)(C)Nc2ccc(OC(=O)C(C)N3C(=O)c4ccccc4C3=O)cc21 (stereo unspecified) | -17 | 3.3 | -1.3 | -7 | -26 | -1.8 | -5 | 1.7 | -2
COc1ccc(N2CCN(C3CC(=O)NC3=O)CC2)cc1 (stereo unspecified) | 2 | -0.9 | -2.8 | -6 | 16 | 0.6 | 6 | 0.3 | -7
O=C(CSc1nc2ncc(Cl)cc2[nH]1)N(Cc1ccccc1)C1CCS(=O)(=O)C1 (stereo unspecified) | -18 | -3.2 | -2.9 | 4 | 24 | 2.5 | 15 | 0.5 | 3
CC1c2[nH]c3ccccc3c2C[C@H]2C(=O)N(CCO)CC(=O)N12 (stereo partly specified) | -5 | -2.9 | -1.9 | -9 | 31 | 0.1 | -6 | 0.5 | -6
CCNc1oc(/C=C/c2ccc(OCC)cc2)nc1C#N | -19 | 2.0 | 1.0 | 2 | · | -2.0 | -6 | 0.0 | -8

In the list so far, 4 contain a furan ring, fused or not.
SMILES | DNA FID counter | VIM-2 inh | IMP-1 inhibitor | GPR7 antag | PHOSPHO1 inh | OXTR agonist | HCV NS3 hel inh | V1aR counter | GalR3 antagonist
COc1ccccc1-c1noc(-c2ccccc2C(=O)NCc2ccco2)n1 | -10 | -2.5 | -3.4 | -5 | -26 | -0.9 | 3 | 0.2 | -2
CCOc1ccc(C(c2nnnn2C(C)(C)C)N2CCN(C(=O)c3ccco3)CC2)cc1 (stereo unspecified) | -39 | 0.3 | 0.3 | -13 | -120 | 0.8 | -2 | 0.7 | -7
C=CCn1c(NCc2ccco2)nc2ccccc21 | -2 | -2.1 | -2.6 | 5 | -2 | · | -2 | · | -7
CCCCC(=O)Nc1ccc(C(=O)NNC(=S)NC(=O)c2ccco2)cc1 | -2 | -1.9 | -1.6 | -4 | 56 | -2.2 | 3 | -1.4 | 6
